Screening data as filed in PubChem.
KCNQ2 block: KCNQ2 potassium channel inhibitors, primary screen, cell-based, CHO-K1, FluxOR thallium flux, B-score (AID 2156); Potassium voltage-gated channel subfamily KQT member 2 (Rattus norvegicus), O88943; 20 min; active compounds read low; B-score at 10 µM; actives 1.1% (n = 310,000);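 active = fluorescence ratio B-score at most minus 3 library SDs, with starting brightness B-score within 2 library SDs, cut at about -5.5 in these data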
Kir21 block: inhibitors of mouse Kir2.1 inward-rectifier potassium channel | HEK293-Kir2.1, FluxOR thallium flux fluorescence; active compounds read low | B-score at 10 µM | actives 0.85% (n = 310,000) | AID 1672, 2009;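 active = fluorescence ratio B-score at or below minus 3 SD of library scores, with starting-brightness B-score within 2 SD, cut at about -4.2 in these data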;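 also: channel flux triggered by added potassium and thallium sulfate stimulus; B-score of peak minus minimum fluorescence over baseline after thallium stimulus; more negative B-score means stronger Kir2.1 block with less thallium influx; some compounds called inactive have numbers as strong as hits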
Target sequence (P35561 whole entry, looked up): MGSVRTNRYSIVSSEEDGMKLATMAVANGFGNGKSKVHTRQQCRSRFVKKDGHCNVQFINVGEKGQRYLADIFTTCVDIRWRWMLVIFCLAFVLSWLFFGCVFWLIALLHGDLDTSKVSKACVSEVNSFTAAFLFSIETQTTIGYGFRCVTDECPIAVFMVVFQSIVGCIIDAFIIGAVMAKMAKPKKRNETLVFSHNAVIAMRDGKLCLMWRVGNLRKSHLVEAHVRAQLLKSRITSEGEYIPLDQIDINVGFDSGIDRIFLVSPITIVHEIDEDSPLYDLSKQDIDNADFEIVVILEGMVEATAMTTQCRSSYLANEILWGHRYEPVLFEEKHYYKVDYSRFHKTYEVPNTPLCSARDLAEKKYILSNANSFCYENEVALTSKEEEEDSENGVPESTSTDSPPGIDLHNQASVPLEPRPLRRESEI
* hit, by the source's call; i = inactive. The list is partial; rates above refer to the full screens.

SMILES | KCNQ2 block | Kir21 block
O=C1NC(=S)N(c2ccc(Cl)cc2)C(=O)/C1=C/N1CCN(C(=O)c2ccco2)CC1 | i | 1.2
O=c1[nH]c(=S)[nH]c(O)c1C(c1ccccn1)c1c(O)[nH]c(=S)[nH]c1=O | i | 0.9
Cc1ccc(-n2c(O)c(C=NCc3ccccn3)c(=O)[nH]c2=S)cc1 | i | -0.57
CN(C)C(=O)Oc1ccc(Cl)c2cccnc12 | i | -1.1
CC1CC(NC(=O)C2C3CCC(O3)C2C(=O)O)CC(C)(C)C1 (centres undefined) | i | 0.32
O=[N+]([O-])c1ccc(C2[C@H]3C(c4ccccc4)=NC4(CCCCC4)N23)cc1 (some centres undefined) | i | 0.69
CNCC(O)c1cccc(OC(=O)c2ccccc2C)c1 (centres undefined) | i | -2.4
COC(=O)C(O)(c1ccc(NC(=O)c2cccs2)cc1)C(F)(F)F (centres undefined) | i | -0.39
Cn1c(O)c(/C=N/c2ncccn2)c(=O)n(C)c1=O | i | 0.37
COC(=O)C1=C(c2cc3ccccc3s2)C[C@@H]2CC[C@H]1N2C(=O)N1CCCC1 | i | -0.96
O=C(O)c1ccccc1NC(=O)N1C[C@H]2C[C@@H](C1)c1cccc(=O)n1C2 | i | 0.92
CNC(=O)OCCc1n(C)cc[n+]1C | i | 1.1
c1cncc(CNCCc2c[nH]c3ccccc23)c1 | i | 1.9
Clc1ccc(NC2=NCCCS2)cc1Cl | i | 0.2
CCCCCc1nc2ccccc2c(=O)n1-c1ccccc1[N+](=O)[O-] | i | -0.55
CC(=O)Nc1ccccc1OP1(=O)COc2ccccc2OC1 | i | -2.2
CC(=O)N(C)CC#CCN1CCCC(CO)C1 (centres undefined) | i | 0.68
CC1CN=C(NC(C)c2ccccc2)S1 (centres undefined) | i | -0.03
CC(Cc1ccccc1Sc1ccccc1O)N(C)C (centres undefined) | i | -2.5
COCCn1cc(C(=O)N2CCC3(CC2)OCCO3)c2c3ccccc3n(C)c2c1=O | i | -0.65
CC1CN=C(NCc2ccncc2)S1 (centres undefined) | i | -0.47
COc1cc(/C=C2/C(=O)NC(=O)N(c3ccc(C)cc3)C2=O)cc(OC)c1OC | i | -1.1
CN1CCN(c2ccc([N+](=O)[O-])c(Sc3nncn3C)c2)CC1 | i | 1.2
Cn1c(O)c(/C=C2/C=CC=N2)c(=O)[nH]c1=O | i | 0.43
CN1CCCC(C(O)(c2ccccc2)c2ccccc2)C1 (centres undefined) | i | -0.41
Additional structures:
SMILES | KCNQ2 block | Kir21 block
Cc1ccc(-c2nc3ccccc3c(=O)n2-c2cccc(O)c2)cc1 | i | -0.21
CC(C)N1CCN(Cc2ccccc2C(F)(F)F)CC1CCO (centres undefined) | i | 0.29
Cn1cc(NC(=O)CCl)cn1 | i | 0.04
Cn1cccc1/C=C1/C(=O)NC(=S)N(Cc2ccc(F)cc2)C1=O | i | -0.01
O=c1cccc2n1C[C@@H]1C[C@@H]2CN(CC(O)c2ccc([N+](=O)[O-])cc2)C1 (some centres undefined) | i | -0.81
Cc1cc(Cl)ccc1OCCCC(=O)NCc1cccs1 | i | 1.4
CCN(CC)C(=O)N[C@H]1C[C@@H]2c3cccc4[nH]cc(c34)C[C@H]2N(C)C1 | i | -0.08
OC(CNC1CCCCCCC1)c1ccccc1 (centres undefined) | i | -0.54
CCC(=NCc1ccco1)c1c(O)n(-c2ccc(OC)cc2)c(=O)[nH]c1=O | i | 1.2
CC1CCCN(c2ccc(C(=O)N3CCC4(CC3)OCCO4)cc2[N+](=O)[O-])C1 (centres undefined) | i | 0.58
COC(=O)C1=C(c2ccc(S(C)(=O)=O)cc2)C[C@@H]2CC[C@H]1N2C(=O)NC(C)C | i | 1.1
N#Cc1ccccc1Cn1cc(C(=O)C2CC2)c2ccccc21 | i | -0.57
Cc1cccc(N2C(=O)NC(=O)/C(=C\c3ccc(N4CCOCC4)cc3)C2=O)c1 | i | -0.4
CN(C)C(CNC(=O)Cc1ccc(Br)cc1)c1ccccc1 (centres undefined) | i | -2.3
COc1ccccc1N1CCN(Cc2cccc(Br)c2)CC1 | i | -0.28
CC1(C)NC(=O)[C@H]2CCCN21 | i | 0.52
Cc1cccc(C(=O)Nc2ccc(Cl)cc2C(=O)c2ccccc2)c1 | i | 0.15
Cc1cc(OCc2nn[nH]n2)c2c3c(c(=O)oc2c1)CCC3 | i | 0.76
CCOC(=O)C(=CNc1ccc(C(O)(C(=O)OCC)C(F)(F)F)cc1C)C(=O)OCC (centres undefined) | i | 0.73
COc1ccc(CCNC2CCCCC2)cc1 | i | 0.38
Cc1cccc(-n2c(=S)[nH]c3ccccc3c2=O)n1 | i | 0.09
COc1ccccc1CCNC1CCCC(C)C1 (centres undefined) | i | -1.7
O=c1cccc2n1C[C@H]1C[C@@H]2CN2CCCC[C@@H]12 | i | 0.12
O=C(c1cccs1)N1C2CCC1CC(O)(c1cccnc1)C2 (centres undefined) | i | -0.13
CCCN(CCC)C1CCc2cccc(O)c2C1 (centres undefined) | i | -0.74
Additional compounds follow.
SMILES | KCNQ2 block | Kir21 block
COc1ccccc1-n1c(/C=C/c2ccc(O)cc2)nc2ccccc2c1=O | i | 2
O=C1CN=C(c2ccc(Br)cc2)c2oc3ccccc3c2N1 | i | 0.41
CCOC(=O)c1c(C)c(P(=S)(N2CCOCC2)N2CCOCC2)n(C)c1C | i | -1.1
COc1cccc(C2(O)CCN(CC(=O)Nc3nc(C)cs3)CC2)c1 | i | -0.61
CCC(=NCCc1ccccc1)c1c(O)n(C)c(=O)n(C)c1=O | i | -0.03
COc1ccc(CC(=O)N(CCN(C)C)CC2CCCN(Cc3ccccc3F)C2)cc1 (centres undefined) | i | -0.98
CN1C2c3ccccc3C3C4c5ccccc5C(C31)C(C2[N+](=O)[O-])N4C (centres undefined) | i | 0.58
COc1ccc(N2CCN(CCc3ccncc3)CC2)cc1 | i | 1.1
COc1ccc(CCN)cc1O | i | 0.96
O=C1C2CCCN2C(c2ccccc2)N1c1ccccn1 (centres undefined) | i | -0.21
O=C1NC(=O)C(CCc2ccncc2)(Cc2ccc([N+](=O)[O-])cc2)C(=O)N1 | i | 0
Cc1ccc(-n2c(O)c(C=NCC3CCCO3)c(=O)[nH]c2=O)c(C)c1 (centres undefined) | i | 0.03
COc1ccc(-n2c(SCCN(C)C)nc3ccccc3c2=O)cc1 | i | -1.2
CC1CCCCC1NC(=O)CNC(=S)N1CC2CC(C1)c1cccc(=O)n1C2 (centres undefined) | i | -0.01
CCOC(=O)C1SC2(C(F)F)CC1(O)c1c(c(OC)c3occc3c1OC)O2 (centres undefined) | i | -0.19
COc1ccc(C(=O)OC2CC[C@@]3(C)C4CCC5[C@]6(O)CC(O)[C@@]7(O)C(CN8CC(C)CCC8[C@@]7(C)O)[C@]6(O)C[C@@]53O[C@]24O)cc1OC (some centres undefined) | i | -1.3
Cc1cccc(N=Cc2c(O)n(-c3ccccc3C)c(=O)[nH]c2=O)c1 | i | 0.03
COc1ccccc1C(=O)C1CCCN(Cc2cnc(C)s2)C1 (centres undefined) | i | -0.59
CCCCCCOC(=O)c1ccccc1N | i | 0.22
O=C(OCCN1CCOCC1)C1(c2ccccc2)CCCC1 | i | -1.1
CCOC(=O)c1c(C)n(Cc2ccccc2)c2ccc(O)cc12 | i | -2
CC(=O)Nc1cc(C(=O)N2CCC3(CC2)OCCO3)ccc1S(=O)(=O)c1ccc(C)cc1 | i | 0.25
COc1ccc(C2SCC(=O)Nc3c2c(C)nn3C2CCOC(C)(C)C2)cc1OC (centres undefined) | i | 1.2
O=C(c1ccc(-c2ccccc2)cc1)C1CCCN(Cc2ccn[nH]2)C1 (centres undefined) | i | -1.8
COc1ccccc1N1C(=O)NC(=O)/C(=C\c2cnn(-c3ccccc3)c2)C1=O | i | 1.2
Further structures.
SMILES | KCNQ2 block | Kir21 block
COC(=O)CC1(Cc2ccccc2)C(=O)NC(=O)NC1=O | i | -0.02
CC1=C(/C=C/c2ccccc2)CCN(C)C1 | i | -0.75
c1ccc(C(OCCN2CCNCC2)c2ccccc2)cc1 | i | 1.1
O=C(c1cccc2ccccc12)C1CCCN(C2CCC2)C1 (centres undefined) | i | -1.6
O=C(O)c1cc2ccccc2oc1=O | i | -2
COc1ccc(C(C)=O)cc1CC(C(=O)c1ccc(F)cc1)N(C)C (centres undefined) | i | -0.2
Clc1ccc(C2N3CCCN23)c(Cl)c1 (centres undefined) | i | 2.2
CCCCNC(=O)Nc1ccc(C(O)(C(=O)OCC)C(F)(F)F)cc1 (centres undefined) | i | 0.32
COc1ccccc1CN1CCN(C(=O)COc2cccc(C)c2)CC1 | i | 0.75
O=Cc1cn(Cc2cccc([N+](=O)[O-])c2)c2ccccc12 | i | -0.35
C=CCc1cc(C=C2C(=O)N(C)C(=O)N(C)C2=O)cc(OCC)c1OCc1ccccc1 | i | -8
Cc1ccc(S(=O)(=O)N2CN3CCN(C3)C2)cc1 | i | 1.6
CC1=NN(c2ccccc2)C(=O)/C1=C/c1c(O)[nH]c(=S)[nH]c1=O | i | -0.03
C=C(C)Cn1c(=O)n(CC2CS2)c2ccccc21 (centres undefined) | i | 0.12
COc1ccc(OC)c(C(c2c(O)c3ccccc3oc2=O)c2c(C)n(C)n(-c3ccccc3)c2=O)c1 (centres undefined) | i | -0.57
Cc1cc(OCC(=O)N2C[C@H]3C[C@@H](C2)c2cccc(=O)n2C3)c2c(C)cc(=O)oc2c1 | i | -0.82
CCOc1ccc(NC(=O)c2c(C)nn(Cc3ccccc3)c2Cl)cc1 | i | 0.07
CCOP(=S)(OCC)c1ccc(N(C)C)cc1 | i | -0.02
Clc1ccc(N2CC2c2ccncc2)cc1 (centres undefined) | i | 0
O=S(=O)(c1ccccc1)N1CCN2CCCC2C1 (centres undefined) | i | 0.05
C[C@H]1CCC/C=C/C2C[C@H](O)CC2[C@H](O)/C=C/C(=O)O1 (some centres undefined) | i | 0.61
CN(C)C1=NC(N(C)C)=NP(N(C)C)(N(C)C)=N1 | i | -0.9
CCn1c(O)c(C=Nc2ccc(S(N)(=O)=O)cc2)c(=O)n(CC)c1=S | i | 0.68
CCN1CCN(Cc2cc(OC)c(OC)cc2[N+](=O)[O-])CC1 | i | 1
O=c1cccc2n1CC1CC2CN(c2ncnc3c2cnn3-c2ccc(Cl)cc2)C1 (centres undefined) | i | -0.45
Going on with the list.
SMILES | KCNQ2 block | Kir21 block
Cc1ccc(OP(=O)(O)Oc2ccc(C)cc2)cc1 | i | -0.28
O=C1C=C2C=C[C@H]3C[C@]2(O1)[C@@H]1CCCCN13 | i | -1.1
CC(C)OC1CCCC(O)C1CC(=O)O (centres undefined) | i | 0.25
C=CCN1C(=O)/C(=C/c2cc(C)n(-c3ccccn3)c2C)C(=O)NC1=S | i | -0.08
CCCCCCC(=O)c1c(O)n(-c2ccc(OC)cc2)c(=O)[nH]c1=O (tested in a mixture with another compound) | i | 0.52
OC12ONC(c3ccccn3)C1N1CCC2CC1 (centres undefined) | i | -1.1
COc1ccccc1CCNC(=O)CCC(=O)N1CC2C[C@@H](C1)Cn1c2cccc1=O | i | -0.68
FC(F)(F)c1cccc(-n2nnnc2C2(N3CCOCC3)CCCCC2)c1 | i | 0.16
CCN(CC)c1ccc(N=Cc2c(O)n(-c3cc(OC)ccc3OC)c(=O)[nH]c2=O)cc1 | i | 1.1
O=c1[nH]c(=S)n(Cc2ccc(F)cc2)c(O)c1C=NCc1ccc2c(c1)OCO2 | i | -0.97
Fc1ccccc1CCNCc1cccc(Cl)c1Cl | i | -2.4
CCOc1ccc(-n2c(O)c(C=Nc3ccc(N4CCOCC4)cc3)c(=O)[nH]c2=O)cc1 | i | 0.23
COc1ccccc1OCCCn1cc(C(=O)C2CC2)c2ccccc21 | i | 0.63
O=C(NCCO)c1nsnc1NCCCl | i | 0.76
CC[C@@H](C(N)=O)N1CCCC1=O | i | 1.3
Cc1cccc(OC(=O)N2CCOCC2)c1 | i | -0.36
Cc1cccc(OCC(=O)N2CCN(Cc3cccnc3)CC2)c1 | i | -1.6
Cc1ccsc1-c1nc(CSCC(=O)N2CCC3(CC2)OCCO3)c(C)o1 | i | 1.8
O=C(Cc1c(Cl)cccc1Cl)N1CCN(Cc2ccccc2)CC1 | i | -2.4
O=[N+]([O-])c1ccc(C[n+]2c(-c3ccccc3)cc(-c3ccccc3)cc2-c2ccccc2)cc1 | i | -0.62

In the list so far, 13 have a Cl atom.
SMILES | KCNQ2 block | Kir21 block
O=C1NC(=S)N(c2ccc(Cl)cc2)C(=O)/C1=C/N1CCN(C(=O)c2ccco2)CC1 | i | 1.2
CN(C)C(=O)Oc1ccc(Cl)c2cccnc12 | i | -1.1
Clc1ccc(NC2=NCCCS2)cc1Cl | i | 0.2
Cn1cc(NC(=O)CCl)cn1 | i | 0.04
Cc1cc(Cl)ccc1OCCCC(=O)NCc1cccs1 | i | 1.4
Cc1cccc(C(=O)Nc2ccc(Cl)cc2C(=O)c2ccccc2)c1 | i | 0.15
Clc1ccc(C2N3CCCN23)c(Cl)c1 (centres undefined) | i | 2.2
CCOc1ccc(NC(=O)c2c(C)nn(Cc3ccccc3)c2Cl)cc1 | i | 0.07
Clc1ccc(N2CC2c2ccncc2)cc1 (centres undefined) | i | 0
O=c1cccc2n1CC1CC2CN(c2ncnc3c2cnn3-c2ccc(Cl)cc2)C1 (centres undefined) | i | -0.45
Fc1ccccc1CCNCc1cccc(Cl)c1Cl | i | -2.4
O=C(NCCO)c1nsnc1NCCCl | i | 0.76
O=C(Cc1c(Cl)cccc1Cl)N1CCN(Cc2ccccc2)CC1 | i | -2.4
